Screens (PubChem BioAssay)
KDM5B inhibitor – blocks human KDM5B histone demethylase activity | AID 1347165 | KDM5B demethylase, FDH-coupled NADH fluorescence (FDH is formaldehyde dehydrogenase) | Potency, µM (series often up to 57.7 µM), for inactives: at the top dose activity change, negative = inhibition, usual class: inhibitors | actives 2.6% (n = 220,000) | Q9UGL1; active = well fitted inhibition curve with a large enough effect; inconclusive = small, poorly fitted or top-dose-only effect; inactive = no such curve, though single readings can be large or run the other way; also: 0% is about no effect; nearly all actives have a fitted effect of over 70% in size
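Compound dilutions met 200 nM (final) KDM5BΔAP for 10 min at room temperature before substrate addition. The substrate mix held 12.5 µM H3K4me3 with cofactors 25 µM α-ketoglutarate and 50 µM Fe²⁺. NADH signal gain over 30 min defined activity.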
* hit, by the source's call; ? = inconclusive; [ ] = remark or other dose. Potency is read from the fitted curve at half-maximal effect.

SMILES	KDM5B inhibitor
CCc1nnc(SCc2ccc(OC)cc2)c2cc3sc(C)cc3n12	-18%
CCCCn1cnc2cc(NC(=O)c3cc(OC)c(OC)c(OC)c3)ccc21	-3%
CC(C)N1CC[C@@H]2[C@H]1C(=O)NC[C@H](CCC(=O)N1CCN(c3ccccn3)CC1)N2C	32µM*
O=C(CNC(=O)c1cc2ccccc2oc1=O)c1ccccc1	-12%
OCc1nc2ccccc2n1CC(O)COc1cc(Cl)ccc1Cl (stereo unspecified)	-13%
COc1ccccc1CCC(=O)N1CC(F)(F)C[C@H]1c1nc(C)no1	-13%
Cc1oc(-c2ccccc2F)nc1CS(=O)(=O)CC(=O)N1CCN(c2ccc(Cl)cc2)CC1	?
O=C(O)c1cc(-c2ccccn2)nc2ccc(F)cc12	-12%
c1ccc(CN2CC(Oc3ccc4c(c3)OCO4)C2)cc1	-2%[149 µM]
COc1ccc(C(=O)Nc2ccc(-c3cc4ccccc4oc3=O)c(C)c2)cc1OC	?

Reprinted from the part before: 3 compounds, followed by the next part.
SMILES	KDM5B inhibitor
O=C(O)c1cc(-c2ccccn2)nc2ccc(F)cc12	-12%
c1ccc(CN2CC(Oc3ccc4c(c3)OCO4)C2)cc1	-2%[149 µM]
COc1ccc(C(=O)Nc2ccc(-c3cc4ccccc4oc3=O)c(C)c2)cc1OC	?
O=C(c1ccc(F)cc1)N1CCC2(CC1)NC(=O)N(c1ccccc1Cl)N2	6%
Cc1cc(C)cc(N(CC(=O)NCCc2ccc(Cl)cc2)S(=O)(=O)c2c(C)noc2C)c1	?
CCOC(=O)c1ccccc1NC(=O)N1CC(C)Oc2ccc(C)cc21 (stereo unspecified)	?
Cc1ccc(S(=O)(=O)Nc2ccc(N(C)C)c(C(=O)O)c2)cc1	15%
CCN1Cc2nnn(Cc3ccc(C)cc3)c2-c2ccccc2S1(=O)=O	19%
CSc1ccc(CNC(=O)c2cc3c(N4CCCC4)nc(C)cn3n2)cc1	28µM*
CCOC(=O)c1nnn(C(CC)C(=O)Nc2cccc(OC)c2)c1C(=O)OCC (stereo unspecified)	-7%
COc1cccc(-c2nc(CS(=O)(=O)CC(=O)NCCCc3ccccc3)c(C)o2)c1	19%
COc1ccc(C(=O)C2CCCN(C(=O)c3ccc(CSC)o3)C2)cc1F (stereo unspecified)	?
O=C(CCCCN1CCC(c2ccccc2)C1)c1ccccc1 (stereo unspecified)	-3%

Some of the entries so far, with values ahead of the structure:
KDM5B inhibitor	mol
?	COc1ccc(C(=O)C2CCCN(C(=O)c3ccc(CSC)o3)C2)cc1F (stereo unspecified)
19%	COc1cccc(-c2nc(CS(=O)(=O)CC(=O)NCCCc3ccccc3)c(C)o2)c1
?	Cc1cc(C)cc(N(CC(=O)NCCc2ccc(Cl)cc2)S(=O)(=O)c2c(C)noc2C)c1

(cont.)
SMILES	KDM5B inhibitor
CN1CCCN(S(=O)(=O)c2ccc3c(c2)CCC3)c2ccccc21	2%
N#Cc1cccc(NC(=O)NCc2ccncc2)c1	9%
Clc1ccc(-n2ncc3c(NC4CCCCCCCCCCC4)ncnc32)cc1	-4%
COCc1cc(C)nc2sc3c(c12)NC(c1ccccc1C(=O)O)N(c1cccc(C(F)(F)F)c1)C3=O (stereo unspecified)	?
O=C(CN1C(=O)COc2ccc(C(=O)COc3ccc(Cl)cc3F)cc21)NCCc1ccccc1	-9%
Cc1nc(NC(=O)Cn2ccc(=O)n(C)c2=O)sc1C	11%
CN(C)c1cccc(NC(=O)Cn2c3c(c(=O)n2Cc2ccccc2)CCN(Cc2ccccc2)C3)c1	-12%
CN1CC(=O)N(c2ccccc2F)Cc2c(NCCCc3ccccc3)ncnc21	-19%
CC(C)(C)C1CCc2c(sc(NC(=O)c3cccc(Cl)c3)c2C(N)=O)C1 (stereo unspecified)	-17%
COC(=O)C1(NC(=O)CCNC(C)=O)CCCCCC1	18%
CCOc1cc(-c2noc(-c3nnn4c3COC(c3ccc(Cl)cc3)C4)n2)ccc1OC (stereo unspecified)	?
Cc1ccc(CN(C)C(=O)c2ccc(S(C)=O)cc2)cc1 (stereo unspecified)	21%
CCCNC(=O)C(C)NC(=O)Cc1coc(-c2ccccc2)n1 (stereo unspecified)	-10%
CCOc1ccc2nc(N3CCCC(C(=O)NCCc4ccc(C)cc4)C3)sc2c1 (stereo unspecified)	-4%
CC#CC(=O)N1CCCC(N2CCN(c3cccc(Cl)c3)CC2)C1 (stereo unspecified)	-6%
O=C(NCC(c1ccccc1)N1CCCC1)c1nn(-c2ccccc2)c(=O)c2ccccc12 (stereo unspecified)	11%
CCNc1c(NC(=O)NCc2ccccc2)c(=O)oc2ccccc12	-4%
COC1C(=O)N(c2cccc(F)c2)C12CCN(C(=O)c1cccnc1C)CC2 (stereo unspecified)	5%
O=C(/C=C/c1ccccc1C(F)(F)F)c1cc2ccccc2o1	25%
COc1ccc(NC(=O)c2cc3ccc(O)cc3oc2=O)cc1	0%
Cc1cc(C)cc(OCC(=O)Nc2nc(-c3ccc(F)cc3)ns2)c1	11%
O=C(Cc1ccsc1)NCCc1ccccc1	15%
CCCCN1C(=O)c2ccccc2C(C(=O)NCCC(=O)OC)C12CCCCC2 (stereo unspecified)	15%
COC(=O)C1=C(C)N(C)C(=O)NC1c1cccc(Cl)c1Cl (stereo unspecified)	7%
CNc1nccc(N2CCC(CC(=O)NC3CCN(Cc4ccccc4)CC3)CC2)n1	-29%
COc1ccc(NC(=O)c2cc3c(=O)n(C)c4cc(Cl)ccc4c3s2)cc1Cl	12%
Cc1ccc(/C=N/NC(=O)c2cc(-c3ccncc3)nc3ccccc23)o1	-14%
COc1cccc(OC)c1C(=O)C1CC(=O)Nc2c1c(C)nn2-c1cc(C)cc(C)c1 (stereo unspecified)	-10%
CCc1cn(C[C@H](NC2CCOCC2)C(=O)O)c(=O)[nH]c1=O	15%[86.2 µM]
CN(C)c1ccc(CN(C)C2CCc3ccccc32)cc1 (stereo unspecified)	-23%[86.2 µM]
O=C(CN1C(=O)COc2ccccc21)Nc1cc(Cl)ccc1Oc1ccccc1	15%
COc1ccccc1CC(=O)N[C@H]1CN(S(C)(=O)=O)C[C@@H]1C(C)C	-11%
CC(C)c1ccc(C2=CC(c3cccc(Cl)c3)n3ncnc3N2)cc1 (stereo unspecified)	?
CCc1nc2ccccc2n2c(-c3ccccc3)c3c(=O)n(C)c(=O)n(C)c3c12	-12%
COc1ccc(-c2noc(CC3CCN(C(=O)CCc4cccc(OC)c4)CC3)n2)cc1	-28%
CCCCc1ccc(NC(=O)CC2CCCCC2)cc1	23%
O=C(CCCc1ccccc1)N1CCC(Cc2nc(-c3ccc(F)cc3)no2)CC1	-11%
CCNC(=O)N1CCCC(O)(CNS(=O)(=O)c2cnn(CC)c2C)CC1 (stereo unspecified)	-1%
Cc1ccc(N2CCn3c2nc2c3c(=O)n(CCc3ccccc3)c(=O)n2C)cc1C	-23%
CC(C)(C)c1ccc(C(=O)N[C@H]2CC(C)(C)[C@@H]3C[C@@](C)(O)CC[C@]23CCC(=O)N2CCCC2)cc1	?
O=C(O)CNCc1ccc(F)cc1	-10%
COc1ccc(-c2nc3ccccc3n2Cc2ccc(Cl)cc2)cc1	?
C/C(=N/NC(=O)c1ccc(O)cc1)c1ccc(Cl)cc1	-13%
CCc1nc(-c2c3n(c(=O)n(Cc4ccc(OC)c(F)c4)c2=O)CCCC3)no1	2%
Cc1nnc(SC(C)C(=O)Nc2ccc(F)c(Cl)c2)n1C (stereo unspecified)	19%
O=C(Cc1c(F)cccc1Cl)Nc1ccc(S(=O)(=O)N2CCOCC2)cc1	15%
Cc1ccc(C(=O)CSc2nc(-c3ccccc3)nc3c2CCCC3)cc1C	-6%
O=C(CSc1nc(-c2cccc(F)c2)[nH]c1-c1ccccc1)Nc1ccc2c(c1)OCO2	21%
COC[C@H]1C[C@@H](NC(=O)Nc2ccc(F)cc2)[C@H](O)[C@@H]1O	5%[86.2 µM]
Cc1ccccc1N(C)C1CN([S+](=O)([O-])c2cccc(C(F)(F)F)c2)C1	?

(further entries)
SMILES	KDM5B inhibitor
O=C(NCc1ccc2[nH]c(=O)[nH]c2c1)[C@H]1CNC[C@H](C(=O)N2CCCC2)C1	90%[activator]
CN1CCN(S(=O)(=O)c2cc(C(=O)O)cc(-c3ccncc3)c2)CC1	-10%
O=C(CN1CCN(c2ccccc2)CC1)c1c[nH]c2ccccc12	-2%
CCc1cccc(NC(=O)N2CCC(Oc3ncccc3C(=O)N3CCOCC3)C2)c1 (stereo unspecified)	-14%
COCCCn1c(Cc2c(F)cccc2Cl)n[nH]c1=S	11%
CC(=O)c1cccc(NC(=O)O[C@@H]2CO[C@H]3[C@@H]2OC[C@@H]3NC(=O)Nc2ccccc2)c1	4%[86.2 µM]
O=C1NC2(CCN(C(=O)c3ccccc3)C2)COc2ccccc21 (stereo unspecified)	-10%[86.2 µM]
COC(=O)[C@H](NC(=O)[C@@H]1C[C@@H](NS(=O)(=O)c2cccc(C(F)(F)F)c2)CCN1C(=O)CCC(=O)O)C(C)C	-6%
CCCC(=O)N1Cc2ccccc2CC2(CCN(CCc3ccccc3)CC2)C1	6%[115 µM]
COC(=O)N/N=C/c1cn(Cc2ccccc2F)c2ccccc12	25%
CSc1ccccc1C(=O)Nc1ccccc1C(C)C	-6%
COc1cccc(NC(=O)N[C@H]2CCN3C(=O)[C@@H](Cc4ccccc4)NC(=O)[C@H]23)c1	8%[86.2 µM]
Cc1ccc(CNC(=O)c2cc(-c3cc(C)cc(C)c3O)n[nH]2)cc1	-15%
CCCCCCn1c(SCc2ccc(F)cc2)nc2c1c(=O)[nH]c(=O)n2C	-6%
CSc1nnc(NC(=O)c2cc(=O)c3cc(C)c(C)cc3o2)s1	18%
Cc1ccc(-c2cnc([C@@H]3COCCN3Cc3cn(C)c4ccccc34)[nH]2)cc1	-14%[86.2 µM]
Cc1onc(-c2ccc(F)cc2F)c1C(=O)Nc1cccc(C(F)(F)F)c1	-4%
N#Cc1ccccc1Cn1c(=O)c2c(ncn2Cc2ccccc2)n(Cc2ccccc2)c1=O	9%
C=CCNC(=O)C[C@@H]1CCN(C(=O)c2cccnc2)C[C@@H]1CC	26%[86.2 µM]
COCC(=O)NC1CCC12CCN(C(=O)c1cccs1)CC2 (stereo unspecified)	4%
Cc1ccc(-n2nc3c(=O)n(C(C)C(=O)NCc4ccc(OC(C)C)cc4)nc(C)c3c2C)cc1 (stereo unspecified)	-1%
CS(=O)(=O)c1ccc(CC(=O)N2CCc3n[nH]c(=O)n3CC2)cc1	11%
CC(=O)c1[nH]c(C)c(C(=O)N2CCC3(CC2)[C@H](O)C[C@@H]3OCCO)c1C	24%
O=S(=O)(Cc1ccccc1)NC[C@H]1COCc2nc3ccccc3n21	0%[86.2 µM]
CCn1ncc(C(=O)N2CCCn3ccnc3C2c2ccccc2)c1C (stereo unspecified)	-2%
CC(C)CCNC(=O)c1ccc2c(c1)NC(=O)C(C(C)C)N2 (stereo unspecified)	?
CCOC(=O)c1oc2cc(OC(=O)c3ccc(OC)cc3)ccc2c(=O)c1-c1ccccc1OC	1%
COc1ccc(CNC(=O)Nc2cn(CC(C)C)c(=O)c3ccccc23)c(OC)c1	?
CCCc1noc(-c2ccn3c(CNC(=O)c4ccco4)nnc3c2)n1	28µM*
CCOc1ccc(CCNC(=O)C2CCCN(c3nc4ccc(OCC)cc4s3)C2)cc1 (stereo unspecified)	9%

At a glance, 6 of the compounds above:
SMILES	KDM5B inhibitor
CCn1ncc(C(=O)N2CCCn3ccnc3C2c2ccccc2)c1C (stereo unspecified)	-2%
CC(C)CCNC(=O)c1ccc2c(c1)NC(=O)C(C(C)C)N2 (stereo unspecified)	?
CCOC(=O)c1oc2cc(OC(=O)c3ccc(OC)cc3)ccc2c(=O)c1-c1ccccc1OC	1%
COc1ccc(CNC(=O)Nc2cn(CC(C)C)c(=O)c3ccccc23)c(OC)c1	?
CCCc1noc(-c2ccn3c(CNC(=O)c4ccco4)nnc3c2)n1	28µM*
CCOc1ccc(CCNC(=O)C2CCCN(c3nc4ccc(OCC)cc4s3)C2)cc1 (stereo unspecified)	9%

The list goes on.
SMILES	KDM5B inhibitor
CCNc1nc(SCC(=O)Nc2ccc(Cl)c(Cl)c2)nc(N2CCOCC2)n1	5%
Cc1cccc(C)c1OCC(=O)NCc1nncn1C	22%
Cc1cc(C)nc(NC(=S)Nc2cccc(F)c2)c1	-8%
O=C(c1cc2cc(Cl)cc(Cl)c2oc1=O)N1CCN(Cc2ccccc2)CC1	3%
O=C(c1[nH]ncc1-c1cccc(Br)c1)C1CO1 (stereo unspecified)	-6%
COc1ccc(OCC(=O)N2CCC(Cc3nc(-c4ccc(F)cc4)no3)CC2)cc1	16%
COc1ccc(-c2csc(Nc3cccc(C)n3)n2)cc1OC	-10%
CC(C)n1nc(OC(C)(C)C(=O)NCCc2cccnc2)c2cc(CN3CCOCC3)ccc21	-21%
COc1ccc(-c2ocnc2C(=O)Nc2ccccc2Cl)cc1	-11%
Cn1cc(CNC(=O)C[C@@H]2C[C@H]3O[C@H](CNC(=O)Nc4ccc(F)cc4)[C@@H](O)[C@H]3O2)cn1	-12%
Cc1ccc(C(=O)Nc2ccc(-c3nc4ccccc4s3)cc2C)cc1C	?
Cc1ccc(C(=O)N2CCC3(CNc4ccccc4[S+](=O)([O-])N3)C2)cc1 (stereo unspecified)	-24%
O=C1c2ccccc2CN1C1CCN(Cc2cccnc2)CC1	22%[149 µM]
CCN(c1ccc(C)cc1)S(=O)(=O)c1nnc(NC(=O)C2CCCCC2)s1	4%
CCc1ccc(NC(=O)CSC2=Nc3ccccc3C3=NC(CC(=O)NCc4ccc5c(c4)OCO5)C(=O)N23)cc1 (stereo unspecified)	?
COc1cc(C=O)ccc1Oc1nnnn1-c1ccccc1	-17%

An excerpt; rates above refer to the full screens.
